Screening data (PubChem BioAssay)
TRPC6 inh = mouse TRPC6 channel inhibitors, primary screen, cell-based, HEK293, membrane potential dye | Short transient receptor potential channel 6 (Mus musculus), Q61143 | ACh-evoked depolarization; stronger effect = lower value | B-score at 10 µM | 310,000 tested, 1.1% active;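 active = B-score under library mean minus 3 SD, initial fluorescence not abnormally high, positive integrated signal ratio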;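 note: B-score derived from integrated fluorescence ratio over the kinetic read; more negative B-score means stronger inhibition of depolarization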
Target sequence (Q61143 whole entry, looked up): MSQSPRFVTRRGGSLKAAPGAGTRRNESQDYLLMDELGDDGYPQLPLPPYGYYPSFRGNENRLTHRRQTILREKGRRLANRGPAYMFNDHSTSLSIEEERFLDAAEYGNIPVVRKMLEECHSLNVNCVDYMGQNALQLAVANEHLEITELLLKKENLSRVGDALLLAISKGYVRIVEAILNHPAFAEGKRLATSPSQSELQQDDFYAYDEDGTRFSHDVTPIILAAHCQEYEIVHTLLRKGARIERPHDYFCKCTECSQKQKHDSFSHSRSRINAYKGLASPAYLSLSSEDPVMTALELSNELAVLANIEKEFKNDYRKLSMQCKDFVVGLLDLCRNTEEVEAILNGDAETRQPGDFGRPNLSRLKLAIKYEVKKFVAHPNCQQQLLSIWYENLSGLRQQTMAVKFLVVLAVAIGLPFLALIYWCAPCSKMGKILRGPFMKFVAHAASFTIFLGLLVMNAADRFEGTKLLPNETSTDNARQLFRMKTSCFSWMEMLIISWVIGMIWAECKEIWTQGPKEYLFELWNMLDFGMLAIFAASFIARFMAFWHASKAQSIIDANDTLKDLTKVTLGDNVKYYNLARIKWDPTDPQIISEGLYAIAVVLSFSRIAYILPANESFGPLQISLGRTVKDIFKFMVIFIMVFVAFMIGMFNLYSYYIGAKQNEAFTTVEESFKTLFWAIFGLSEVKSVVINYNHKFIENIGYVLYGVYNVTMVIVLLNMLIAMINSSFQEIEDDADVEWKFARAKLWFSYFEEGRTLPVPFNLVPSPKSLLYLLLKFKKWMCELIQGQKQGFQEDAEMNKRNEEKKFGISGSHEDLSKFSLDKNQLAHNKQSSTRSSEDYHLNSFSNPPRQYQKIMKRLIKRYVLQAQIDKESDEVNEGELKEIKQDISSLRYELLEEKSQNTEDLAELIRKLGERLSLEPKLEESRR
IEC-6 tox = cytotoxicity in IEC-6 intestinal epithelial cells, primary screen, cytotoxicity control for KLF5 inhibitor project, cell-based, luminescence. IEC-6 cytotoxicity, luminescence viability. inhibition, % at 5 µM. 290,000 tested, 0.78% active. AID 1825, 2009; in the data active = inhibition above about 22%;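 note: 0% = plate median of test compound wells and 100% = cytotoxic reference compound wells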
HIF activator = HIF pathway transcriptional activators, primary screen, cell-based, U2OS HRE-luciferase, luminescence. 300,000 tested, 0.32% active. activation, % at 7.5 µM (by protocol). U2OS HRE-luciferase reporter; normalized: DMSO 0%, desferrioxamine 100%;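 active = mean activation of at least 10% of the iron chelator positive control signal, with at least half of replicates also reaching 10%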
MrgX1 antagonist = antagonists of human MrgX1 receptor, primary screen, HEK293 cells, Fluo-4 calcium flux. B-score at 10 µM. 310,000 tested, 1.3% active. BAM8-22 antagonism; stronger effect = lower value. AID 588676, 2011;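 active = calcium-response B-score plate-corrected more than 3 library SD below zero, starting fluorescence within 5 deviations, no agonist response on first addition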;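 note: peak minus trough fluorescence over baseline after final BAM8-22 challenge near maximal dose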
SKKanGAS inh = S. pyogenes SKKanGAS growth inhibitors in kanamycin, primary screen, streptokinase expression inhibitor project, SKKanGAS strain, BacTiter-Glo luminescence. 6 h. inhibition, % at 7.5 µM. 300,000 tested, 1.3% active. AID 1662, 2009;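 active = mean replicate score, as percent of positive control median, at least 50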;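 note: strain carries kanamycin resistance gene driven by streptokinase promoter and grows in 40 µg/ml kanamycin; loss of luminescence reflects streptokinase promoter inhibition or plain growth inhibition; 0% = median of DMSO wells and 100% = positive control at its reference dose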
TRPC4 inh = inhibitors of mouse TRPC4 channel, primary screen, Fluo4 calcium, HEK293 TRPC4beta/mu-opioid cells; Short transient receptor potential channel 4 (Mus musculus), Q9QUQ5; DAMGO-evoked Fluo4 calcium flux; stronger effect = lower value; B-score at 10 µM; 300,000 tested, 0.39% active; AID 2247, 2010;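 active = B-score over 3 SD under the library average, no early fluorescence shift, positive overall ratio signal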
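System: stable TRPC4beta/mu-opioid receptor HEK293 cells; Dosing: single-point compound dosing; Measured by: Fluo4 Ca2+ flux fluorescence; Read-out basis: per-well B score of integrated baseline-normalized Fluo4 ratio.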
TRPC4 act = activators of mouse TRPC4 channel, primary screen, Fluo4 calcium, HEK293 TRPC4beta/mu-opioid cells; Short transient receptor potential channel 4 (Mus musculus), Q9QUQ5; Fluo4 calcium fluorescence; stronger effect = higher value; B-score at 10 µM; 310,000 tested, 0.49% active; AID 2237, 2010;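 active = B-score above 5 SD of library B-scores, and initial fluorescence ratio not above library mean plus 5 SD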;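 note: positive B-score marks a calcium rise read as TRPC4 activation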
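System: HEK293 cells stably co-expressing mouse TRPC4beta and mu-opioid receptor; Schedule: Fluo4 dye loading 45 min at room temperature, 110 s recording; Detection: Fluo4 fluorescence, kinetic; Evaluation: B-scored integrated calcium fluorescence ratio; Controls: buffer (low) and maximal DAMGO (high).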
TRPC6 act = mouse TRPC6 channel activators, primary screen, cell-based, HEK293, membrane potential dye; Short transient receptor potential channel 6 (Mus musculus), Q61143; HEK293-TRPC6 membrane potential dye fluorescence; stronger effect = higher value; B-score at 10 µM; 310,000 tested, 0.13% active;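 active = B-score of the integrated fluorescence ratio above library mean plus 3 SD, and starting fluorescence ratio within library mean plus 5 SD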;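 note: higher score means more depolarization so channel activation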
KLF5 inh = KLF5 expression inhibitors, primary screen, DLD-1 cells, luminescence | DLD-1 KLF5 promoter-luciferase reporter | inhibition, % at 5 µM | AID 1700, 2009 | 290,000 tested, 0.23% active;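 active = inhibition above a per-plate limit of that plate's mean compound inhibition plus 3 SD, cut at about 60% in these data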;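 note: 0% = DMSO wells and 100% = LY294002 at 200 µM; higher means less KLF5 promoter-driven luciferase light; inactives centre near -14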
TRPC4 PAM = positive allosteric modulators of TRPC4, primary screen, cell-based, mouse TRPC4beta, HEK293 mu-opioid, Fluo-4 calcium; Short transient receptor potential channel 4 (Mus musculus), Q9QUQ5; DAMGO EC20, Fluo-4 Ca2+ flux; stronger effect = higher value; B-score at 10 µM; 310,000 tested, 0.42% active;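 active = B-score of calcium response area above 5 SD of library B-scores, with initial fluorescence ratio within 5 SD of library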;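 note: B-score of integrated fluorescence ratio over time as area under calcium response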
aSyn 5UTR inh = MLPCN primary screen, SNCA 5' untranslated region | alpha-synuclein 5'UTR reporter, inhibitor activity | inhibition, % (tested at 7.5 µM) | 300,000 tested, 0.82% active | AID 1813, 2009; in the data active = inhibition above about 60%;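 note: H4 neuroglioblastoma cells stably carrying SNCA 5'UTR luciferase fusion; 0% = DMSO wells and 100% = positive control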
* marks the source's active call; other numbers are inactive results.

`O=C(Nc1cccc(-c2cccc(F)c2)c1)C1CCN(Cc2ccco2)CC1` gave TRPC6 inh inactive, IEC-6 tox 5.1, HIF activator -0.3, MrgX1 antagonist inactive, SKKanGAS inh -2.9, TRPC4 inh inactive, TRPC4 act inactive, TRPC6 act inactive, KLF5 inh -9.3, TRPC4 PAM inactive and aSyn 5UTR inh -5.7.
`COCCOC(=O)C1=C(C)N=C2SCCC(=O)N2C1c1cccc(Br)c1` (stereo unspecified) gave TRPC6 inh inactive, IEC-6 tox -5.2, HIF activator 0.2, MrgX1 antagonist inactive, SKKanGAS inh 3.4, TRPC4 inh inactive, TRPC4 act inactive, TRPC6 act inactive, KLF5 inh 7.0, TRPC4 PAM inactive and aSyn 5UTR inh 1.9.
For CCCCOc1ccccc1C1C(C(=O)OC)=C(C)N(C)C(C)=C1C(=O)OC the results were TRPC6 inh inactive, IEC-6 tox -3.0, HIF activator -0.3, MrgX1 antagonist inactive, SKKanGAS inh -2.7, TRPC4 inh inactive, TRPC4 act inactive, TRPC6 act inactive, KLF5 inh -32.2, TRPC4 PAM inactive and aSyn 5UTR inh 18.5.
For CCCCCOP(=O)(OCCCCC)C1(NS(=O)(=O)c2ccccc2)C=CC(=O)c2ccccc21 (stereo unspecified) the results were TRPC6 inh inactive, IEC-6 tox 3.9, HIF activator 0.6, MrgX1 antagonist inactive, SKKanGAS inh 25.3, TRPC4 inh inactive, TRPC4 act inactive, TRPC6 act inactive, KLF5 inh -28.3, TRPC4 PAM inactive and aSyn 5UTR inh 39.7.
`Cc1cc(C)c(NC(=S)N(CCc2ccncc2)C(C)C)c(C)c1` gave TRPC6 inh inactive, IEC-6 tox -4.1, HIF activator 0.3, MrgX1 antagonist inactive, SKKanGAS inh -1.6, TRPC4 inh inactive, TRPC4 act inactive, TRPC6 act inactive, KLF5 inh -37.2, TRPC4 PAM inactive and aSyn 5UTR inh -23.6.
For O=C(c1cc2ccccc2c(=O)o1)N1CCCCCC1 the results were TRPC6 inh inactive, IEC-6 tox 5.0, HIF activator 5.2, MrgX1 antagonist inactive, SKKanGAS inh -2.4, TRPC4 inh inactive, TRPC4 act inactive, TRPC6 act inactive, KLF5 inh -13.1, TRPC4 PAM inactive and aSyn 5UTR inh -22.9.
CC(C)(C)NC(=O)C1CCN(S(=O)(=O)c2ccc(Br)cc2)CC1 was read as TRPC6 inh inactive, IEC-6 tox 5.7, HIF activator -0.6, MrgX1 antagonist inactive, SKKanGAS inh 1.8, TRPC4 inh inactive, TRPC4 act inactive, TRPC6 act inactive, KLF5 inh -7.2, TRPC4 PAM inactive and aSyn 5UTR inh -1.7.
Screening CCOC(=O)C1=C(C)Nc2nc(C)nn2C1c1ccc(OCC)c(OC)c1 (stereo unspecified) returned TRPC6 inh inactive, IEC-6 tox -1.0, HIF activator 0.2, MrgX1 antagonist inactive, SKKanGAS inh -2.5, TRPC4 inh inactive, TRPC4 act inactive, TRPC6 act inactive, KLF5 inh -4.1, TRPC4 PAM inactive and aSyn 5UTR inh 11.9.
Screening Cc1ccccc1Cn1c(CN2CCc3ccccc3C2)nc2c1c(=O)n(C)c(=O)n2C returned TRPC6 inh inactive, IEC-6 tox 5.8, HIF activator 0.0, MrgX1 antagonist inactive, SKKanGAS inh -5.3, TRPC4 inh inactive, TRPC4 act 52*, TRPC6 act inactive, KLF5 inh 7.2, TRPC4 PAM 119* and aSyn 5UTR inh 2.2.
`COc1ccc(NC(=O)CC(C)C)c(OC)c1` gave IEC-6 tox -3.5, HIF activator -0.1, MrgX1 antagonist inactive, SKKanGAS inh 2.8, KLF5 inh -27.7 and aSyn 5UTR inh 2.3.
Screening CCc1cccc(NC(=O)CN(C)S(=O)(=O)c2cccs2)c1 returned TRPC6 inh inactive, IEC-6 tox -2.3, HIF activator 0.6, MrgX1 antagonist inactive, SKKanGAS inh -7.7, TRPC4 inh inactive, TRPC4 act inactive, TRPC6 act inactive, KLF5 inh -26.3, TRPC4 PAM inactive and aSyn 5UTR inh -42.3.
Screening COc1ccc(-n2nc3c(N4CCC(C(=O)N5CCCCCC5)CC4)nnc(C)c3c2C)cc1 returned TRPC6 inh inactive, IEC-6 tox 8.5, HIF activator -0.3, MrgX1 antagonist inactive, SKKanGAS inh -8.8, TRPC4 inh inactive, TRPC4 act inactive, TRPC6 act inactive, KLF5 inh -8.5, TRPC4 PAM inactive and aSyn 5UTR inh 35.9.
Screening O=C(O)Cn1ncc2c1-c1ccoc1CC2 returned TRPC6 inh inactive, IEC-6 tox -2.0, HIF activator 0.3, MrgX1 antagonist inactive, SKKanGAS inh -0.6, TRPC4 inh inactive, TRPC4 act inactive, TRPC6 act inactive, KLF5 inh -6.6, TRPC4 PAM inactive and aSyn 5UTR inh 0.7.
CCOC(=O)N1CCC(N(CCOC)C(=O)Nc2ccc(Cl)cc2)CC1 was read as TRPC6 inh inactive, IEC-6 tox -1.5, HIF activator 0.5, MrgX1 antagonist inactive, SKKanGAS inh -0.6, TRPC4 inh inactive, TRPC4 act inactive, TRPC6 act inactive, KLF5 inh -18.2, TRPC4 PAM inactive and aSyn 5UTR inh 2.0.
For COc1ccc(CN2CCC(C(=O)c3cccc(Cl)c3)CC2)cc1 the results were TRPC6 inh inactive, IEC-6 tox 0.3, HIF activator 0.0, MrgX1 antagonist inactive, SKKanGAS inh -1.0, TRPC4 inh inactive, TRPC4 act inactive, TRPC6 act inactive, KLF5 inh -10.7, TRPC4 PAM inactive and aSyn 5UTR inh -7.3.
Screening Cc1ccc(C(=O)N2CCC(C(N)=O)CC2)cc1C returned TRPC6 inh inactive, IEC-6 tox -1.7, HIF activator 0.0, MrgX1 antagonist inactive, SKKanGAS inh 5.7, TRPC4 inh inactive, TRPC4 act inactive, TRPC6 act inactive, KLF5 inh -7.1, TRPC4 PAM inactive and aSyn 5UTR inh 3.4.
Screening O=C(NCc1ccccc1Cl)/C(=C\c1cccnc1)NC(=O)c1ccccc1 returned TRPC6 inh inactive, IEC-6 tox 0.6, HIF activator -0.3, MrgX1 antagonist inactive, SKKanGAS inh -0.9, TRPC4 inh inactive, TRPC4 act inactive, TRPC6 act inactive, KLF5 inh -6.7, TRPC4 PAM inactive and aSyn 5UTR inh 12.1.
For Cc1cc(C)n(-c2nnc(C)n2/N=C/c2ccc(O)cc2)n1 the results were TRPC6 inh inactive, IEC-6 tox -1.2, HIF activator -0.4, MrgX1 antagonist inactive, SKKanGAS inh -5.6, TRPC4 inh inactive, TRPC4 act inactive, TRPC6 act inactive, KLF5 inh -7.6, TRPC4 PAM inactive and aSyn 5UTR inh 19.8.
`O=C(Nc1ccncc1)c1cccc(F)c1` gave TRPC6 inh inactive, IEC-6 tox 0.4, HIF activator 0.4, MrgX1 antagonist inactive, SKKanGAS inh -0.4, TRPC4 inh inactive, TRPC4 act inactive, TRPC6 act inactive, KLF5 inh -18.3, TRPC4 PAM inactive and aSyn 5UTR inh 13.2.
Screening CCOc1ncccc1C(=O)OC(C)C(=O)Nc1ccc(CC)cc1 (stereo unspecified) returned TRPC6 inh inactive, IEC-6 tox 1.6, HIF activator 0.2, MrgX1 antagonist inactive, SKKanGAS inh -4.2, TRPC4 inh inactive, TRPC4 act inactive, TRPC6 act inactive, KLF5 inh -1.3, TRPC4 PAM inactive and aSyn 5UTR inh -4.2.
`CCCCc1c(O)nc(SC2CC(=O)N(c3ccc(C(=O)OCC)cc3)C2=O)[nH]c1=O` (stereo unspecified) gave TRPC6 inh inactive, IEC-6 tox -5.6, HIF activator -0.8, MrgX1 antagonist inactive, SKKanGAS inh -1.6, TRPC4 inh inactive, TRPC4 act inactive, TRPC6 act inactive, KLF5 inh -15.8, TRPC4 PAM inactive and aSyn 5UTR inh 13.0.
Screening COc1ccc(NC(=O)Nc2ccccc2SC)c(OC)c1 returned TRPC6 inh inactive, IEC-6 tox 0.1, HIF activator 0.1, MrgX1 antagonist inactive, SKKanGAS inh 26.8, TRPC4 inh inactive, TRPC4 act inactive, TRPC6 act inactive, KLF5 inh -50.2, TRPC4 PAM inactive and aSyn 5UTR inh 5.1.
`Cc1ccc(N2CC(NC(=O)N3CCN(C(=O)c4ccco4)CC3)CC2=O)cc1` (stereo unspecified) gave TRPC6 inh inactive, HIF activator -11.7, MrgX1 antagonist inactive, SKKanGAS inh -2.9, TRPC4 inh inactive, TRPC4 act inactive, TRPC6 act inactive, TRPC4 PAM inactive and aSyn 5UTR inh -0.5.
`CS(=O)(=O)c1ccc(NC(=O)c2ccc3c(c2)S(=O)(=O)N=C2CCCCCN23)cc1` gave TRPC6 inh inactive, HIF activator 0.3, MrgX1 antagonist inactive, SKKanGAS inh -12.0, TRPC4 inh inactive, TRPC4 act inactive, TRPC6 act inactive, TRPC4 PAM inactive and aSyn 5UTR inh -26.3.
Screening O=c1oc2ccccc2c(NC2CCCCC2)c1NS(=O)(=O)c1ccc(Cl)cc1 returned TRPC6 inh inactive, IEC-6 tox 4.0, HIF activator 0.2, MrgX1 antagonist inactive, SKKanGAS inh 8.4, TRPC4 inh inactive, TRPC4 act inactive, TRPC6 act inactive, KLF5 inh -7.3, TRPC4 PAM inactive and aSyn 5UTR inh -6.8.
`O=c1c2oc3ccccc3c2ncn1Cc1ccc(F)cc1` gave TRPC6 inh inactive, IEC-6 tox -5.1, HIF activator 0.6, MrgX1 antagonist inactive, SKKanGAS inh -1.1, TRPC4 inh inactive, TRPC4 act inactive, TRPC6 act inactive, KLF5 inh -31.8, TRPC4 PAM inactive and aSyn 5UTR inh -34.1.
Screening COC(=O)CCCC1=CC2=C(c3ccccc3)C(=O)C(C)(OC(=O)C3CCCC3)C(=O)C2=CN1Cc1ccco1 (stereo unspecified) returned TRPC6 inh inactive, HIF activator -0.2, MrgX1 antagonist inactive, SKKanGAS inh -1.1, TRPC4 inh inactive, TRPC4 act inactive, TRPC6 act inactive, TRPC4 PAM inactive and aSyn 5UTR inh 12.6.
